# Screens (PubChem)
# IL2 activator: activators of IL-2. IL-2 activation reporter assay, cell-based qHTS; stimulated with anti-CD3/CD4/CD28 beads; in transgenic mouse T cells. activation, % (series mostly up to about 46 µM). hit rate 0.065% among 360,000; in the data active means activation above about 50%; inconclusive means mostly about 30% to 49%; further: 0% is about no effect
#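 Readout: EGFP and DsRed signals by fluorescent plate cytometry. Unstimulated transgenic mouse T cells received compound 60 min before antibody-bead stimulation, then incubated 18 h at 37 degrees C.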
# EPAC1 antagonist: blocks human EPAC1 exchange factor | O95398 | EPAC1 GEF assay, Rap1b-BODIPY-GDP exchange fluorescence | Potency, µM (series often up to 115 µM), without a hit: at the top dose activity change, negative = inhibition, most hits filed as inhibitors | hit rate 0.14% among 360,000;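 further: potency means the concentration at half of the fitted maximal effect; plate controls were vehicle for no effect and positive control for full effect; nearly all actives have a fitted effect of over 50% in size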
# Target sequence (O95398 whole entry, looked up): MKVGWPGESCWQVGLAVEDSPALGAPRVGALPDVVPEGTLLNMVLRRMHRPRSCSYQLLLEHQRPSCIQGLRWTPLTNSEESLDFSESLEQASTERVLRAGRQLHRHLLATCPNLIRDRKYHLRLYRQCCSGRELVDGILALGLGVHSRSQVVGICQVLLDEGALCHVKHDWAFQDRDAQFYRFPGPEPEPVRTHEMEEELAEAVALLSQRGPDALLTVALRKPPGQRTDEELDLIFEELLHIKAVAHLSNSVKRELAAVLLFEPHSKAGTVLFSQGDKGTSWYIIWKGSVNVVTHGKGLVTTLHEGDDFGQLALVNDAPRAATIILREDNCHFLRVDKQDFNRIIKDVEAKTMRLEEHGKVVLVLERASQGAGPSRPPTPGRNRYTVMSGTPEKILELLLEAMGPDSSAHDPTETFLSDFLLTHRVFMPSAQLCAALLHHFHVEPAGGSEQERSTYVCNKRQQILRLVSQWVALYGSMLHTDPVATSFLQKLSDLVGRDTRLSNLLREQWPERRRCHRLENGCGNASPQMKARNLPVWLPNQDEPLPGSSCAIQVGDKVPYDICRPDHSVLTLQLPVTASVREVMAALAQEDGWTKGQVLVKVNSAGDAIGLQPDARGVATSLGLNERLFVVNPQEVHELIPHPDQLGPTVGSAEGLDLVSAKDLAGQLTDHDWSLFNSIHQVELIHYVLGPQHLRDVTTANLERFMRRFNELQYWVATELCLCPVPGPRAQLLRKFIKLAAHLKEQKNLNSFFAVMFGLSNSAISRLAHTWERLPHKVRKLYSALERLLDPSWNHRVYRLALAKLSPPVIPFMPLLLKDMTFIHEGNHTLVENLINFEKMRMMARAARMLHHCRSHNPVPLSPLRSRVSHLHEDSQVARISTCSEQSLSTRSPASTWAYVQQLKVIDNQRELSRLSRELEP
# PI5P4Ka inh: PI5P4K alpha (human) kinase inhibition; max response, %; hit rate 1.2% among 330,000; PI5P4Kalpha enzyme, ADP-Glo luminescence, 60 min; active compounds read low; P48426; active means max response of -50% or lower; inconclusive means between -30% and -50%; inactive means -30% or higher; further: value at the top dose of about 77 µM; on the % scale 0 is the no-effect control and ±100 the full control effect
#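 Compounds were pin-transferred onto PI5P4Kalpha and substrate in HEPES pH 7.4 buffer with EGTA, CHAPS and 5% DMSO. ATP (5 microM final) started the reaction, which ran 60 minutes at room temperature before ADP-Glo detection.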
# WRN helicase inh: blocks human WRN helicase; Q14191; WRN helicase unwinding, fluorescent forked duplex, kinetic; Potency, µM (series often up to 114 µM), inactives show at the highest dose activity change, negative = inhibition, most hits filed as inhibitors; hit rate 0.46% among 360,000; AID 651768; further: potency means the concentration at half of the fitted maximal effect; on the % scale 0 is the no-effect control and ±100 the full control effect; nearly all actives have a fitted effect of over 55% in size
#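 Kinetic fluorescence helicase assay: unwinding of a quenched forked DNA duplex (100 nM final) with 2 mM ATP final raises red fluorescence (525/598 nm). Compounds sat 15 min at room temperature with 20 nM WRN beforehand.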
# aSyn rescue: rescues yeast growth from alpha-synuclein toxicity | hit rate 0.14% among 370,000 | Potency, µM (highest dose often 46.1 µM), for inactives: top-dose growth rescue (activation), actives largely listed as activators | Yeast expressing alpha-synuclein, growth rescue, BacTiter-Glo, 24 h; further: potency means the concentration at half of the fitted maximal effect; % of control where 0% means no effect; nearly all actives have a fitted effect of over 65% in size
#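 Readout is rescue of growth in alpha-synuclein-expressing yeast, so inhibitors of toxicity appear as activators. Growth after 24 hr at 30 deg C in galactose medium is quantified by luminescence.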
# EPAC1 ag: EPAC1 (human) agonism | EPAC1 agonist qHTS, biochemical assay; response scale: 100% = response to 6.5 mM cAMP | Potency, µM (highest dose often 154 µM), without a hit: at the highest dose activation, hits mostly activators | hit rate 0.073% among 360,000 | AID 720707; further: potency means the concentration at half of the fitted maximal effect; nearly all actives have a fitted effect of over 60% in size
#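 Multi-concentration qHTS readout: loss of Rap1B-bound BODIPY-GDP fluorescence driven by 100 nM EPAC1 with excess GDP (50 uM), monitored kinetically at room temperature; agonist response expressed relative to 6.5 mM cAMP.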
# FUS suppressor: suppressors of FUS proteinopathy in yeast; S. cerevisiae FUS-expressing, growth rescue, OD600, 24 h; Potency, µM (highest dose often 76.6 µM), for inactives: top-dose growth rescue (activation), most hits filed as activators; hit rate 0.24% among 390,000;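 further: potency means the concentration at half of the fitted maximal effect; plate controls were DMSO vehicle for no effect and reference control for full effect; nearly all actives have a fitted effect of over 55% in size; some results filed as inactive show a strong effect at the top dose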
#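 Galactose (2%) drives FUS expression in yeast precultured in raffinose; seeding density OD 0.005. Test compounds incubated 24hr at 30C and 99% humidity before absorbance at 600 nm was measured.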
# Abeta rescue: compounds reversing amyloid beta toxicity in yeast; yeast expressing A-beta42, growth rescue, OD600, 48 h; response scale: 0% DMSO, 100% iron-clioquinol control; Potency, µM (highest dose often 46.1 µM), without a hit: top-dose growth rescue, hits mostly activators; hit rate 0.063% among 410,000; further: potency means the concentration at half of the fitted maximal effect; nearly all actives have a fitted effect of over 55% in size
#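 Yeast A-beta toxicity model in growth medium with pinned compounds, 48 h at 30 C; growth read as absorbance at 600 nm. Normalized to FeCl3/clioquinol equimolar mix (positive) and DMSO (negative).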
# PLK1 PBD inh: blocks phosphopeptide binding to human PLK1 polo-box domain; Plk1 PBD binding of FITC phosphopeptide, fluorescence polarization; Potency, µM, inactives show max response, negative = inhibition, hits mostly inhibitors; hit rate 2.8% among 360,000; further: potency means the concentration at half of the fitted maximal effect; series mostly up to about 57 µM; on the % scale 0 is the no-effect control and ±100 the full control effect; nearly all actives have a fitted effect of over 65% in size
# Starred values were filed as active, the others as inactive; ? = inconclusive; / = not tested or not shown; & = joins results of further samples; [ ] = dose if it differs, or a comment. Unless noted, the call rests on the fitted dose curve; in most records, active means well fitted curve in the direction sought with a large enough effect; inconclusive means small, poorly fitted or top-dose-only effect, or another doubt; inactive means no such curve, though single readings can be large; an effect the other way counts as inactive or inconclusive.
# Start of the data: the first three records, ahead of the listing:
SMILES,IL2 activator,EPAC1 antagonist,PI5P4Ka inh,WRN helicase inh,aSyn rescue,EPAC1 ag,FUS suppressor,Abeta rescue,PLK1 PBD inh
COc1ccc2ccccc2c1/C=N\NC(=O)c1ccc(C)s1,0.7,-17.2%,?,-3.1%,5.7%,2.9%,-16.5%,12.2%,2.5%
CC(=O)N1CC(C)Oc2ccc(S(=O)(=O)NC(CC(=O)O)c3ccccc3C)cc21 (stereo unspecified),0.2,4.2%,1.6,0.7%,-12.4%,5.2%,6.3%,-3.2%,-9.0%
COCCNCCCCOc1ccc(C)cc1[N+](=O)[O-],-0.3,-2.1%,-4.8,3.1%,-5.5%,-0.1%,-7.1%,10.2%,-9.0%

# The whole of this part, repeating the preview:
SMILES,IL2 activator,EPAC1 antagonist,PI5P4Ka inh,WRN helicase inh,aSyn rescue,EPAC1 ag,FUS suppressor,Abeta rescue,PLK1 PBD inh
COc1ccc2ccccc2c1/C=N\NC(=O)c1ccc(C)s1,0.7,-17.2%,?,-3.1%,5.7%,2.9%,-16.5%,12.2%,2.5%
CC(=O)N1CC(C)Oc2ccc(S(=O)(=O)NC(CC(=O)O)c3ccccc3C)cc21 (stereo unspecified),0.2,4.2%,1.6,0.7%,-12.4%,5.2%,6.3%,-3.2%,-9.0%
COCCNCCCCOc1ccc(C)cc1[N+](=O)[O-],-0.3,-2.1%,-4.8,3.1%,-5.5%,-0.1%,-7.1%,10.2%,-9.0%
COc1cccc(N2CCN(Cc3ccsc3)CC2)c1,-0.2,2.6%,-4.8,4.9%,-0.5%,-6.7%,14.3%,1.6%,-1.9%
O=C(OCc1cncs1)c1ccccc1,-3.5,-1.7%,-1.2,-4.4%,1.3%,-10.4%,5.6%,-22.3%,-7.3%
O=C(Nc1ccc(N2CCN(C(=O)c3ccc(Cl)cc3)CC2)cc1)c1ccc([N+](=O)[O-])o1,0.3,4.0%,2.9,4.2%,-8.0%,-3.7%,-11.7%,-6.3%,-0.3%
CC(=O)NCc1cc(-c2ccc(Cl)cc2)no1,-3.7,0.5%,-1.2,0.5%,-1.4%,4.4%,7.6%,2.6%,3.1%
Cc1ccsc1C1Nc2ccccc2-c2nc3ccccc3n21 (stereo unspecified),-2.1,-20.3%,2.2,-4.9%,-27.6%,13.1%,/,-4.5%,2.7%
Cc1cc(C)n2nc(C(=O)OCC(=O)Nc3ccc4c(c3)OCCO4)nc2n1,-0.4,6.0%,6.6,-11.6%,3.9%[1.84 µM],-4.0%,0.1%,3.5%,-2.6%
CCOC(=O)N1CCN(CC(=O)Nc2ccc(F)cc2F)CC1,-0.2,8.6%,0.0,5.2%,-1.5%,-15.2%,-7.6%,8.5%,5.1%
Cc1cc(NC(=O)c2c(Br)c(C)nn2C)no1,0.1,12.9%,-2.0,-23.4%,-3.6%,3.7%,/,-0.6%,-14.3%
O=S(=O)(NCC1CCCO1)c1ccc(Cl)nc1 (stereo unspecified),-0.6,4.0%,2.3,-1.2%,2.9%,7.1%,-5.0%,-7.5%,-4.9%
COc1ccc(Br)cc1C=NNS(=O)(=O)c1ccc(C)cc1,-3.5,-15.3%,11.3,2.9%,2.3%,-3.6%,-4.5%,-1.0%,-8.2%
CC(C)C[C@H]1CN(CCCC[C@H]2CNC(=O)C(=O)N2CCc2ccc(O)cc2)C(=O)C(=O)N1CCC1CCCCC1,0.7,22.7%,0.8,-5.7%,-6.7%,-10.7%,27.6%,-2.5%,-0.8%
Cc1cccc(C(=O)N(CCc2ccccc2)Cc2ccccc2)c1[N+](=O)[O-],-5.2,14.1%,8.5,8.8%,20.0%,-1.1%,22.1%,-5.5%,-1.4%
COc1ccc(/C=C/CN2CCN(CCc3ccccc3)C(CCO)C2)cc1 (stereo unspecified),-3.0,-2.4%,4.7,0.1%,1.4%,1.2%,2.0%,1.9%,-7.1%
CC(C)(Cc1nc2ccccc2[nH]1)c1nc2ccccc2[nH]1,1.0,9.4%,0.3,-14.4%,-8.2%,4.7%,-6.9%,8.2%,-0.6%
N#CC1=C(N)Oc2c(oc(CO)cc2=O)C1c1ccccc1[N+](=O)[O-] (stereo unspecified),-0.5,1.3%,-12.7,5.1%,-0.7%,1.0%,1.5%,-7.0%,?
CN(CC(=O)Nc1ccc(F)cc1)C(=O)c1cccc(NS(=O)(=O)c2ccccc2)c1,0.9,-8.0%,5.6,1.9%,-8.8%,6.7%,15.3%,-5.9%,-7.8%
COC(=O)c1ccc(COC(=O)c2[nH]c(C)c(C(C)=O)c2C)o1,0.3,-9.5%,2.9,-23.2%,1.5%,2.7%,-33.3%,-8.5%[9.22 µM],-6.2%
COc1cc2c(cc1OC)-c1cc3ccc(OC)c(OC)c3c[n+]1CC2,0.0,12.3%,-7.5,6.8%[11.6 µM],1.8%,-3.3%,-9.5%,-13.1%,1.9%
NC(=O)COC(=O)c1ccccc1SCC(=O)NC1CCCCCC1,-0.7,-7.1%,0.1,2.3%,5.1%,1.4%,23.2%,12.5%,-9.2%
Cc1cc(C(=O)N2CCC2(C)C(=O)Nc2cc(C(C)(C)C)nn2C)nn1C (stereo unspecified),-0.5,-20.9%,1.2,-10.4%[57.1 µM],1.0%,-16.3%,-14.0%,5.7%,-4.2%
O=S(=O)(c1ccccc1Cl)N1CCC(Cc2ccccc2)CC1,-3.5,-9.6%,-1.2,-0.6%,-5.9%,14.5%,22.7%,-13.0%,-23.3%
COCCNC(=O)COC(=O)CSCc1nc2ccccc2s1,-3.0,-6.7%,/,5.8%,0.2%,4.9%,17.6%,-5.1%,-9.4%
CC(=O)Nc1ccc(NC(=O)C2Cc3c(-c4cccc(C(C)=O)c4)ccnc3O2)cc1 (stereo unspecified),0.5,-12.0%,-3.3,-1.3%,-3.9%,-6.6%,6.8%,-2.8%,-5.9%
COc1ccccc1OCCCCCc1c(C)n[nH]c1C,-1.5,-8.0%,/,-1.9%,18.6%,10.0%,22.0%,9.5%,-4.8%
Nc1nonc1-n1nnc(C(=O)N/N=C/c2ccccc2)c1CSc1ccc(Cl)cc1,1.7,-10.6%,-5.1,-4.6%,-0.3%,-12.8%,4.2%,-5.7%,-4.5%
CC(=O)N1CCc2cc(S(=O)(=O)NC(Cc3ccccc3)C(=O)NC3CCCCCC3)ccc21 (stereo unspecified),-1.3,-4.8%,/,-0.6%,16.2%,2.2%,12.6%,10.3%,1.0%&-4.0%
CC(C)c1ccccc1NC(=O)COC(=O)Cc1cccc(C(F)(F)F)c1,0.0,?,4.7,-17.9%,6.0%,-2.9%,/,28.4%,26.7µM*
CN(C)Cc1nc2ccccc2c(=O)n1Cc1nc(-c2cc3ccccc3o2)cs1,0.5,-16.6%,-1.7,-1.4%,-3.3%,13.0%,31.3%,-3.5%,18.9µM*
Cc1cccc(NC(=O)CSCC(=O)N(C)Cc2ccc3c(c2)OCCO3)c1,-4.6,-11.6%,-6.7,0.5%,5.2%,2.7%,-2.6%,11.5%,-5.8%
C/C=C/C(=O)Nc1cccc(C2=NOC3(C2)C[C@@H](C(N)=O)N(C(=O)c2cc([N+](=O)[O-])cc([N+](=O)[O-])c2)C3)c1 (stereo partly specified),-0.1,3.2%,2.7,1.1%,-3.4%,11.3%,25.5%,-21.0%,-9.0%
O=C(Nc1ccc2c(c1)OCCO2)C1CC(c2ccccc2Cl)=NO1 (stereo unspecified),-3.5,-6.2%,3.1,-8.3%,9.7%,11.0%,14.8%,12.0%,-10.4%
O=C(CCCCCn1nnc2ccccc2c1=O)Nc1ccccc1F,3.2,-3.3%,0.8,-1.0%,0.6%,-0.2%,12.1%,2.3%,-27.3%
C=CCNC(=S)NC(=O)c1oc2ccccc2c1C,-2.1,11.9%,-2.0,-2.0%,-3.3%,4.4%,-9.8%,?,-7.1%
COc1ccc(C(=O)NNC(=O)c2ccccc2[N+](=O)[O-])cc1Br,-0.2,1.0%,-4.3,0.5%,-5.1%,-10.6%,-2.8%,-0.2%,-10.3%
CNC(=O)/C=C/c1cc(C(=O)c2ccc(Cl)cc2Cl)cn1C,1.0,13.2%,2.3,-7.5%,6.6%,4.6%,-0.7%,-16.6%,-17.0%
Cc1cc(C)c(C)c(S(=O)(=O)N2CCC(C(=O)OCC(=O)NC3CCS(=O)(=O)C3)CC2)c1C (stereo unspecified),0.3,-1.0%,-1.6,-27.5%,18.8%,2.8%,27.5%,8.4%,-6.6%
COCCCNC(=S)N/N=C/c1ccc2c(c1)OCO2,0.9,-2.1%,2.7,-2.2%,4.3%,0.1%,21.7%,?,2.7%
O=c1ccnc(SCCC(F)=C(F)F)[nH]1,1.6,-23.3%,0.5,1.9%,0.4%,8.5%,-14.5%,18.5%,-4.6%
COc1ccc(-c2noc(CSc3nc(N)c(-c4ccccc4)c(=O)[nH]3)n2)cc1OC,-0.3,6.9%,-4.1,-6.6%,-7.0%,-8.2%,12.2%,6.1%,-1.1%
COc1cc(OC)cc(-n2nnnc2SCC(=O)Nc2ccc(C(C)=O)cc2)c1,-2.1,-6.8%,-8.0,9.2%,-3.9%,-2.0%,24.8%,22.5%,-6.9%
COC(=O)Cn1c2c(c3cc(C)ccc31)CCCC2NC(C)c1ccccc1 (stereo unspecified),-3.5,0.5%,9.0,-13.5%,9.9%,2.6%,4.8%,-2.5%,2.2%
CCOC(=O)c1sc(NC(=S)NC(=O)c2ccco2)nc1C,-0.4,-1.1%,0.2,-11.1%,-1.9%,10.3%,13.4%,-5.5%,-23.0%
Cn1c(=O)n(CC(=O)NC2CCCCC2)c(=O)c2ccccc21,-0.4,-2.7%,8.2,-1.8%,-0.8%,-2.4%,-8.1%,5.2%,-9.2%
CC(C)(C)c1ccc(S(=O)(=O)Nc2ccc(C(=O)N3CCCC3)cc2)cc1,-4.2,?,-6.3,-35.0%,-1.1%,-7.7%,/,5.2%,-8.2%
CC(C)n1ncc2c(C(=O)NCCOc3ccccc3F)cc(C3CC3)nc21,-0.1,-26.6%,8.9,-35.6%,15.0%,0.1%,43.1%,7.8%,-17.1%
